Bioassay records: PubChem BioAssay, National Center for Advancing Translational Sciences (NCATS)
Giardia FBPA inh: inhibitors of Giardia lamblia fructose-1,6-bisphosphate aldolase | actives 0.71% (n = 290,000) | purified Giardia FBPA | A8B2U2 | Potency, µM (series often up to 59.6 µM), without a hit: at the top dose activity, negative = inhibition, actives largely listed as inhibitors | AID 2451; also: potency is read from the fitted curve at half-maximal effect; % is scaled to controls: 0 for no effect and ±100 for the full control effect; nearly all actives have a fitted effect of over 55% in size
Target sequence (A8B2U2 whole entry, looked up): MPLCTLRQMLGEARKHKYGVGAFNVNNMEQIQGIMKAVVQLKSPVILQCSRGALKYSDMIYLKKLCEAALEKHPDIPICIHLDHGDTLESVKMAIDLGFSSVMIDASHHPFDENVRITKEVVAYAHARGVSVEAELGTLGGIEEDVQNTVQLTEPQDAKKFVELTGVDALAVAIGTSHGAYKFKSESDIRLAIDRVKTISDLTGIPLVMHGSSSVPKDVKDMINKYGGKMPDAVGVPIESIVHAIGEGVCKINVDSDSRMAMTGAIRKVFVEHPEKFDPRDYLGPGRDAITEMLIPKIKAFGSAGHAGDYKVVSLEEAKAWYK
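40 nM FBPA preincubated 10 min at RT with compound (up to 57.5 uM final), then substrate plus GAPDH/TPI/NAD/arsenate coupling and diaphorase/resazurin added. Fluorescence read after 20 min at RT, 525/598 nm.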
Shiga toxin inh: Shiga toxin inhibition; actives 9.2% (n = 290,000); Vero cells, Shiga toxin protein synthesis inhibition reporter; inhibition, % at 38.7 µM; in the data active = inhibition mostly above about 28%, no sharp cut-off; inactive = mostly below about 43%; also: 0% is about no effect
Pf growth 48h: inhibits P. falciparum growth in the first generation, 48 h | P. falciparum luciferase growth in erythrocytes, 48 h | Potency, µM (series often up to 28.7 µM), for the others: top-dose activity change, negative = inhibition, actives largely listed as inhibitors | actives 5.9% (n = 310,000); also: potency is read from the fitted curve at half-maximal effect; % is scaled to controls: 0 for no effect and ±100 for the full control effect
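Luciferase-expressing P. falciparum in infected erythrocytes (2% hematocrit, 0.1% parasitemia final) in RPMI 1640/0.5% Albumax were exposed to compound for 48 hours at 37 C, 5% CO2; growth read as luminescence.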
CHX counter: counter-screen for Shiga toxin inhibitors: cycloheximide protein synthesis inhibition; AID 2314; actives 12% (n = 300,000); max response, %; cell reporter, cycloheximide protein synthesis inhibition counterscreen; in the data active = max response mostly above about 13%, no sharp cut-off; inactive = mostly below about 14%; also: read at 38.3 µM for the half of the compounds with a filed dose; 0% is about no effect
Pf growth 96h: P. falciparum growth inhibition at 96 hours. Potency, µM (doses to about 28.7 µM), for the others: top-dose activity change, negative = inhibition, usual class: inhibitors. P. falciparum luciferase reporter growth, 96 h. actives 6.9% (n = 320,000); also: potency is read from the fitted curve at half-maximal effect; % is scaled to controls: 0 for no effect and ±100 for the full control effect
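Two-generation exposure (96 h) targets delayed-death phenotype. Reporter parasites carrying integrated firefly luciferase, in red cells at 2% hematocrit and 0.05% parasitemia final, kept at 37 C, 5% CO2; luminescence loss indicates inhibition.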
Sm TGR block: inhibitors of Schistosoma mansoni thioredoxin glutathione reductase; Q962Y6; purified TGR, DTNB reduction, TNB absorbance 405 nm; Potency, µM (doses to about 114 µM), for the others: at the highest dose activity change, negative = inhibition, actives largely listed as inhibitors; actives 3% (n = 360,000); also: potency is read from the fitted curve at half-maximal effect; % is scaled to controls: 0 for no effect and ±100 for the full control effect; nearly all actives have a fitted effect of over 60% in size
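First, TGR (20 nM dispensed) and NADPH were mixed with compound. Second, a 15 min room-temperature incubation followed. Third, further NADPH and then DTNB were added to start the reaction. Finally, TNB absorbance was monitored kinetically.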
* marks the source's active call; other numbers are inactive results; ? = inconclusive; . = not tested or not shown; + = active, no number; [ ] = another dose, or the depositor's remark. Unless noted, calls follow the shape of the dose curve; as a rule, active = well fitted curve in the direction sought with a large enough effect; inconclusive = small, poorly fitted or top-dose-only effect, or another doubt; inactive = no such curve, though single readings can be large; an effect the other way counts as inactive or inconclusive.

smiles | Giardia FBPA inh | Shiga toxin inh | Pf growth 48h | CHX counter | Pf growth 96h | Sm TGR block
Cc1ccc2oc(-c3ccc(C)c(NC(=S)NC(=O)c4cccs4)c3)nc2c1 | -13% | 10* | 255%[activator] | 45* | 323%[activator] | 4%
CC(C)C(=O)N1CCN(CCN2C(=O)c3cccc4cccc(c34)C2=O)CC1 | 1% | -5 | 10% | -2 | 0% | 14%
COc1ccccc1NC(C)=[N+](C)CCNS(=O)(=O)c1ccc(Cl)cc1 | . | 25 | -4% | 1 | -11% | -35%
CCOC(=O)CNC(=O)COc1coc(CN2CCN(c3ccccc3F)CC2)cc1=O | . | -4 | -17% | -2 | ? | -3%
CC(C)(C)c1ccc(C2/C(=C(\O)c3ccc4c(c3)OCCO4)C(=O)C(=O)N2CCCN2CCOCC2)cc1 (stereo not drawn) | . | -5 | -16% | -10 | ? | -22%
C=CCOC(=O)Nc1ccc(Cl)cc1NC(=O)OCC=C | -9% | 19 | -2% | 6 | . | 18%
COc1cc(CNCCc2ccccc2F)ccc1OCc1ccc(Cl)nc1 | -5% | 54 | . | 14 | ? | -7%
Nc1c(C(=O)NCc2ccccc2)sc2nc3c(cc12)C(=O)CCC3 | -1% | 26 | 16% | 9 | 85%[activator] | 2%
N#C/C(=C(/O)C(Cl)c1ccccc1)c1nc2ccccc2s1 (stereo not drawn) | ? | 24 | 51%[activator] | 7 | . | -27%
COc1ccc(CCN2C(=O)CC(Cc3cccc(C)c3)C2=O)cc1OC (stereo not drawn) | -3% | 16 | -23% | 12 | -1% | .

Continued.
smiles | Giardia FBPA inh | Shiga toxin inh | Pf growth 48h | CHX counter | Pf growth 96h | Sm TGR block
Cc1nnc(NC(=O)C(C)Oc2ccc3c(C)cc(=O)oc3c2)s1 (stereo not drawn) | -6% | -3 | 8% | -3 | . | 1%
Cc1ccc(/C=C2\C(=O)NC(=O)N(Cc3ccccc3Cl)C2=O)o1 | -3% | 7 | 20% | -4 | 119%[activator] | ?
O=C(CC1OC(=O)c2ccccc21)Nc1cc(Cl)ccc1N1CCCC1 (stereo not drawn) | . | . | ? | . | -9% | -11%
COc1ccccc1NC(=O)c1cccc(NC(=O)c2ccco2)c1 | -1% | -1 | -20% | -1 | ? | -10%
COc1ccc(C(c2c(C)[nH][nH]c2=O)c2c(C)[nH][nH]c2=O)cc1Br | -19% | -7 | 4% | -1 | 68%[activator] | 5%
CCc1noc(C)c1C(=O)N(CCCOC)c1c(N)n(Cc2ccccc2)c(=O)[nH]c1=O | . | . | -8% | . | ? | -1%
CC(=O)c1sc(-c2c(C)nc3sccn23)nc1C1CCCC1 | 5% | 15 | . | -1 | ? | 14%
CC(C)n1cc(CN2CCC(C(=O)Nc3ccc(Oc4ccccc4F)cc3)CC2)cn1 | -1% | -14 | ? | -6 | -2% | 1%
CCOC(=O)c1nnn2c1nc(Nc1cccc(C(F)(F)F)c1)c1ccccc12 | 0% | -16 | ? | -1 | ? | 6%
Cc1ccc2nc3c(cc2c1)c(NC(=O)C(C)(C)C)nn3CC(C)C | 2% | -7 | 13µM* | 4 | 1µM* | -12%

Other results:
smiles | Giardia FBPA inh | Shiga toxin inh | Pf growth 48h | CHX counter | Pf growth 96h | Sm TGR block
N/C(=N\OC(=O)c1cccs1)c1cccc(Br)c1 | -12% | 78* | 67%[activator] | 39* | 47%[activator] | .
Cc1ccc(C)c(Nc2ncccc2C(=O)NCc2cccs2)c1 | -2% | 2 | 13% | 11 | 9.3µM* | 6%
CS(=O)(=O)c1ccc(NC(=O)c2cccc(S(=O)(=O)N3CCN(Cc4ccccc4)CC3)c2)cc1 | . | -8 | ? | -3 | 9.3µM* | 7%
COc1cccc(C(=O)NC2CCSC2=O)c1 (stereo not drawn) | 22% | 10 | 2% | 5 | ? | 5%
CC1=CC(C)(C)Nc2ccc(OC(=O)CN3C(=O)c4ccccc4C3=O)cc21 | -10% | 55* | 15µM* | 35* | 31%[activator] | -19%
Cc1ccccc1Cn1cc(NC(=O)CCCn2nc([N+](=O)[O-])cc2C)cn1 | 3% | 4 | -19% | 9 | 46%[activator][5.75 µM] | -13%
Cc1nnc(SCC(=O)OC2CC(C)CCC2C(C)C)[nH]c1=O (stereo not drawn) | 8% | 13 | . | 17 | . | -1%
COc1ccc(OCC(O)Cn2c(Br)nc3c2c(=O)[nH]c(=O)n3C)cc1 (stereo not drawn) | -12% | -8 | 4% | -2 | ? | 0%
CC(C)N(C(=O)CN1C(=O)C(=O)c2ccccc21)c1ccccc1 | -11% | -20 | -5% | -2 | 26% | 1%[57.1 µM]
O=C(Nc1cccc(Cn2cccn2)c1)c1cc2c(s1)CCCC2 | -24% | 143* | 110%[activator] | 77* | . | 2%

Next entries.
smiles | Giardia FBPA inh | Shiga toxin inh | Pf growth 48h | CHX counter | Pf growth 96h | Sm TGR block
CSc1nc2nc(-c3ccccc3)cc(=O)n2[nH]1 | -20% | -3 | 42%[activator] | -3 | 36%[activator] | -9%
O=C1C=C(c2ccccc2C(F)(F)F)C[C@@H](c2ccc3c(c2)OCO3)C1 | . | . | ? | . | ? | -3%
Cc1cc(=O)n2nc(N3CCC(C(=O)NCC(C)c4ccccc4)CC3)sc2n1 (stereo not drawn) | -8% | -10 | -12% | -1 | 35%[activator] | -9%
O=C(O)c1ccccc1P(=O)(c1ccccc1)c1ccccc1 | 2% | -23 | -16% | -1 | 28% | -8%
CCN(CC(=O)Nc1ccc(NC(C)=O)cc1)C(=O)c1ccc(=O)[nH]c1 | . | 6 | -2% | -2 | 2% | 4%
Cc1ccc(CNC(=O)C2CN(S(C)(=O)=O)c3cc(Cl)ccc3O2)cc1 (stereo not drawn) | -8% | -1 | -43%[1.15 µM] | -7 | -71%[1.15 µM] | 11%
O=C(Nc1ccc(Cl)cc1)N(Cc1cccs1)Cc1cccs1 | -5% | 45* | ? | 14* | ? | 1%
COCCN1CCN(C(=O)c2cc(COc3ccc(F)cc3F)on2)CC1 | -6% | 10 | 15% | 1 | ? | -12%
N#CC1=C(N)Oc2c(c(=O)oc3ccccc23)C1c1ccncc1 (stereo not drawn) | 13% | -9 | 35%[activator] | -1 | 72%[activator] | 3%
COc1ccc(S(=O)(=O)N2CCOC2CNC(=O)C(=O)NCCc2ccccc2OC)cc1C (stereo not drawn) | 15% | -3 | ? | -6 | -26% | -5%

Further entries follow.
smiles | Giardia FBPA inh | Shiga toxin inh | Pf growth 48h | CHX counter | Pf growth 96h | Sm TGR block
Nc1c(Cl)cc(C2=NCCn3c2c2ccccc2[n+]3[O-])cc1Cl | . | . | ? | . | 92%[activator] | -17%
CCOc1ccc(C(C)C)cc1S(=O)(=O)N1CCN(C(=O)c2ccco2)CC1 | 9% | 16 | ? | -1 | -8% | 4%
COC(=O)C(Cc1csc2ccc(Cl)cc12)NC(=O)c1ccc(Cl)cc1 (stereo not drawn) | -1% | 17 | 0% | 11 | ? | 19%
COc1ccc(S(=O)(=O)N(C)c2ccc(C(=O)N3CCC(C(N)=O)CC3)cc2)cc1OC | 4% | -9 | -1% | -3 | 2% | -33%
O=C(NCCc1cn2ccccc2n1)c1cc(COc2c(F)cccc2F)on1 | ? | 52 | -5% | 17* | -26% | 40µM*
CC(=O)Nc1ccc(S(=O)(=O)NNC(=O)c2cccc([N+](=O)[O-])c2)cc1 | -6% | -7 | 6% | -6 | 4% | -3%
COC1CCCN(C(=O)c2ccc3nc(Cc4cccc(Cl)c4)oc3c2)C1 (stereo not drawn) | . | 49* | 40%[activator] | 17 | ? | 4%
COCCNC(=O)Cn1nc(C(F)(F)F)cc1C | 15% | -3 | 11% | 4 | 18% | 9%
O=C(Nc1cc(S(=O)(=O)N2CCOCC2)ccc1N1CCOCC1)C1CCCO1 (stereo not drawn) | 3% | -19 | 4% | -3 | -17% | 13%
O=C(NC(=S)NCc1ccccc1)C1CCCCC1 | 0% | -6 | ? | 1 | ? | ?

Whole records from above. Order of screens: Giardia FBPA inh	Shiga toxin inh	Pf growth 48h	CHX counter	Pf growth 96h	Sm TGR block
Results for COC1CCCN(C(=O)c2ccc3nc(Cc4cccc(Cl)c4)oc3c2)C1 (stereo not drawn) → .	49*	40%[activator]	17	?	4%
Results for O=C(NC(=S)NCc1ccccc1)C1CCCCC1 → 0%	-6	?	1	?	?
Results for COCCNC(=O)Cn1nc(C(F)(F)F)cc1C → 15%	-3	11%	4	18%	9%

Further entries.
smiles | Giardia FBPA inh | Shiga toxin inh | Pf growth 48h | CHX counter | Pf growth 96h | Sm TGR block
O=C(COc1ccc2ccccc2c1)Nc1cccnc1Cl | 0% | -2 | 104%[activator] | -3 | 19% | 5%
O=C1OCCN1c1c(-c2ccccc2)c(-c2cccs2)nc2c(-c3ccccc3)cccc12 | 7% | -5 | ? | 2 | ? | ?
C=CCn1c(SCC(=O)NC(=O)NCC(C)C)nnc1C1CCCCC1 | 2% | -9 | . | -3 | ? | 9%[11.4 µM]
Cc1cc(S(=O)(=O)NCc2ccc(N3CCN(C)CC3)cc2)c(C)s1 | -1% | 50 | ? | 2 | 41%[activator] | -1%
O=C(CSc1nnc(-c2ccccn2)o1)Nc1cccc(Cl)c1 | -13% | 31 | 231%[activator] | 13 | 85%[activator] | -3%
CCN(Cc1ccc2c(c1)OCO2)C(=O)/C=C/c1cccc(Br)c1 | -8% | -4 | 14% | 7 | 1% | 0%
O=C(Nc1ccc(S(=O)(=O)N2CCCC2)cc1)c1cccnc1Cl | . | . | 3% | . | -7% | -1%
Cc1ccc(S(=O)(=O)Nc2ccc(SC(F)F)cc2)c(C)c1 | -2% | -1 | 19% | 3 | 103%[activator] | -9%
COCCCNC(=O)CN1C(=O)c2cccc3cccc1c23 | 8% | . | 7% | 0 | -25% | 9%
Cc1ccccc1-n1c(SCC(=O)N/N=C/C=C/c2ccccc2[N+](=O)[O-])nc2ccccc2c1=O | 1% | -9 | ? | -3 | ? | -11%

New compounds follow
smiles | Giardia FBPA inh | Shiga toxin inh | Pf growth 48h | CHX counter | Pf growth 96h | Sm TGR block
Cc1ccc(C(=O)CSc2nsc(C)c2C#N)cc1 | 0% | + | 187%[activator] | 30* | 90%[activator] | 1%
COc1ccc2[nH]c(C)c(C(=O)CN3CCN(C/C=C/c4ccccc4)CC3)c2c1 | -7% | 11 | ? | 2 | 8.3µM* | -20%
Cc1ccc(-c2cc(C(F)F)n3ncc(C(=O)Nc4c(C)nn(Cc5c(Cl)cccc5Cl)c4C)c3n2)cc1 | 4% | -1 | ? | -4 | 2.3µM* | -22%
Cc1ccc(S(=O)(=O)N(C)C)cc1NC(=O)c1cncc(Br)c1 | ? | -13 | 13µM* | -5 | 13µM* | -9%
O=[N+]([O-])c1cc2c(cc1/C=N/Nc1nc(N3CCCC3)nc(N3CCCC3)n1)OCO2 | -9% | 42 | 13% | 11 | 1% | 1%
C/C(Nc1ccc(Cl)cc1)=C(/C#N)C(N)=O | 0% | -6 | . | -1 | -21% | -4%
Cc1cnc(C(=O)OCc2ccc(COC(=O)c3cnc(C)cn3)cc2)cn1 | 1% | -6 | ? | 7 | 43%[activator] | 1%
Cc1cccc([C@@H]2[C@@H]3C(=O)N(Cc4ccccc4)C(=O)[C@@H]3[C@]3(C)C(=O)N(c4cccc(F)c4)C(=O)N23)c1 | . | . | 10µM* | . | ? | 1%
Cc1cc(S(=O)(=O)N2CCOCC2)ccc1NC(=O)c1ccc(F)cc1 | 12% | . | -23% | -4 | -1% | 5%
CCOC(=O)CSc1nnc(-c2c[nH]c3ccccc23)n1CC | -2% | 7 | . | 12 | -8% | -2%
Cc1ccc2c(c1)N(C(=O)CCC(=O)NCc1cccc(Br)c1)CC(C)O2 (stereo not drawn) | -1% | 1 | ? | -2 | 43%[activator] | -12%
O=c1c2cc3c(cc2[nH]c(=S)n1Cc1ccco1)OCO3 | -10% | -24 | -11% | 1 | 7% | -28%
